SENP8 inh = blocks the human protease SENP8; AID 2540; hit rate 1.2% among 330,000; Q96LD8; inhibition, % at 10 µM; purified SENP8, Z-RLRGG-aminoluciferin cleavage, luminescence
Target sequence (Q96LD8 whole entry, looked up): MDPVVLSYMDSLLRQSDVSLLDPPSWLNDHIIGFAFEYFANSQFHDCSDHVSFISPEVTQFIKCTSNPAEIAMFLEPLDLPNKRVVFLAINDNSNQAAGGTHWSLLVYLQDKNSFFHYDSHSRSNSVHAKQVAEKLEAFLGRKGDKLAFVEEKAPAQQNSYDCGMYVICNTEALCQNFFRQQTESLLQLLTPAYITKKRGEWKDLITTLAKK
UBC13 polyUb = human UBC13 polyubiquitination inhibition. P61088. UBC13 polyubiquitin chain formation, TR-FRET. inhibition, % at 20 µM. hit rate 0.47% among 330,000. AID 485273; in the data active = inhibition above about 45%, passing the limit was not always enough
Target sequence (P61088 whole entry, looked up): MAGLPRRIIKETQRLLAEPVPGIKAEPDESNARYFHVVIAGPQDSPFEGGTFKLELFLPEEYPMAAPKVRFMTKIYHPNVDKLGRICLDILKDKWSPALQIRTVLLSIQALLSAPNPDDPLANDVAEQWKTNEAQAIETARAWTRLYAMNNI
Apaf1 inhib = human Apaf-1 inhibition; reconstituted apoptosome caspase-3 activity, DEVD-Rh110 fluorescence; O14727; inhibition, % at 20 µM; hit rate 0.71% among 330,000; active = inhibition of at least 40% at 20 µM;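 also: plate controls were DMSO wells for no effect and DEVD-CHO caspase inhibitor wells for full effect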
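detection = Rh110 fluorescence intensity | test system = biochemical Apaf-1 apoptosome reconstitution | also added = cytochrome c and DEVD-Rh110 substrate | schedule = 30 min plus 50 min, RT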
697 NFkB inh = inhibitors of the PMA/ionomycin-induced NF-kB reporter in 697 B cells; AID 435022; hit rate 0.33% among 330,000; inhibition, % at 4 µM; 697 B-cell NF-kB luciferase reporter, 16 h; in the data active = inhibition above about 35%
Jurkat NFkB inh = lowers PMA/ionomycin-induced NF-kB signal in Jurkat cells. inhibition, % at 4 µM. hit rate 0.53% among 330,000. AID 435003. PMA/ionomycin-induced NF-kB luciferase reporter, luminescence
SENP7 inh = SENP7 protease inhibition; Q9BQF6; recombinant SENP7, Z-RLRGG-aminoluciferin luminescence, 40 min; inhibition, % at 5 µM; hit rate 1.5% among 330,000; AID 434973;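 active = inhibition above about 50% at the single test dose, limit read from the data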;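 also: plate controls were DMSO with enzyme for no effect and no enzyme buffer wells for full effect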
Target sequence (Q9BQF6 706-1050 limits assumed): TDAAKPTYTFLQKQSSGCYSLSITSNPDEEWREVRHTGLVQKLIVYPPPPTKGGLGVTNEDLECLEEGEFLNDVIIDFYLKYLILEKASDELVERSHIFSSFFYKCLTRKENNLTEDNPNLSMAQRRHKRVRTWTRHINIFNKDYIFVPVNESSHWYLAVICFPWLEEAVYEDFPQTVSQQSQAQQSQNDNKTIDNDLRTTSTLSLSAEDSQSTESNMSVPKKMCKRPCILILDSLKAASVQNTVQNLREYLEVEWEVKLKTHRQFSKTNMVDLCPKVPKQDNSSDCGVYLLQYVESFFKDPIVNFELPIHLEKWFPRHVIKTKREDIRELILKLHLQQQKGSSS
Gli-Sufu antag = antagonists of Gli-Sufu signaling. hit rate 0.74% among 340,000. Sufu-KO-LIGHT fibroblasts, Gli luciferase reporter luminescence. inhibition, % at 5 µM;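 active = inhibition above about 55%, limit read from the data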;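 also: 0% = DMSO-treated cells and 100% = wells with medium but no cells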
HKDC1 inh = inhibitors of human hexokinase HKDC1; inhibition, % at 20 µM; AID 493160; hit rate 0.16% among 340,000; recombinant HKDC1, G6PDH/diaphorase resazurin coupled fluorescence;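 active = inhibition above about 35% when tested at 20 µM, limit read from the data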;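 also: plate controls were DMSO wells with enzyme for no effect and DMSO wells lacking enzyme for full effect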
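Assay system: recombinant HKDC1 hexokinase; detection: coupled resazurin fluorescence, excitation 525 nm, emission 613 nm; benchmarks: DMSO-plus-enzyme-mix negative control, buffer-substituted positive control; compound dosing: single 20 µM dose; schedule: 90 min at room temperature in dark; also added: glucose plus 1 mM ATP as hexokinase substrates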
* hit, by the source's call; x = no result given. Rule as the data show it, unless noted: active = inhibition above about 50%; inactive = the rest. Rows were taken by chance. Share with any hit: about 3.6%.

Short keys – A = SENP8 inh; B = UBC13 polyUb; C = Apaf1 inhib; D = 697 NFkB inh; E = Jurkat NFkB inh; F = SENP7 inh; G = Gli-Sufu antag; H = HKDC1 inh
Brc1nc(Br)n(Cc2ccccc2)n1
  A = -3; B = 8; C = 1; D = 12; E = 3; F = -4; G = 6; H = -2
CC(C)CC(=O)N1CCC(O)(CS(=O)(=O)Cc2ccccc2Cl)CC1
  A = -1; B = -10; C = 6; D = -14; E = -8; F = -4; G = 3; H = -4
O=C(CN1C(=O)C2C3C=CC(C3)C2C1=O)NCCN1CCCc2ccccc21 (stereo not given)
  A = -8; B = 3; C = 2; D = -1; E = -15; F = 0; G = -6; H = -5
CCc1nnc(N/N=C/c2cccs2)n1N
  A = -4; B = -12; C = 0; D = 22; E = 5; F = 0; G = -2; H = -2
CCN1CCN(CCC(=O)Nc2ccc(Br)c(C)c2)CC1
  A = -2; B = 13; C = 4; D = 16; E = 10; F = 4; G = x; H = 1
O=C1CCCc2c1nc(-c1cccc(Cl)c1)n2O
  A = -5; B = 23; C = -4; D = 0; E = -13; F = 6; G = x; H = 3
O=C(O)C1CCCCC1C(=O)Nc1cccc(Br)c1 (stereo not given)
  A = 0; B = -18; C = -4; D = -2; E = -5; F = -2; G = -12; H = -1
O=C(/C=C/Nc1ccc(F)cc1)c1ccc(Br)cc1
  A = 37; B = -15; C = 5; D = -164; E = -163; F = 79*; G = -117; H = -12
Cc1cc(SCc2c(F)cccc2Cl)nc(=O)[nH]1
  A = 0; B = -1; C = 10; D = 6; E = -5; F = 1; G = 12; H = -1
CCCS(=O)(=O)N1CCn2c(nc3ccccc32)C1
  A = 7; B = -8; C = -1; D = -4; E = 3; F = -5; G = 0; H = -4
Cc1ccc2nc(SCC(=O)Nc3cc(C)on3)[nH]c2c1
  A = -2; B = 0; C = -17; D = 23; E = -4; F = -8; G = -2; H = -10
COc1ccc(NC(=O)c2cccc3c2C(=O)N(C2CCCCC2)C3)cc1
  A = -11; B = -4; C = 3; D = -16; E = -8; F = -16; G = 14; H = 7
Cc1ccc2c(c1)N=C(c1ccc(F)cc1)CO2
  A = 95*; B = 6; C = 10; D = -106; E = -99; F = 97*; G = -59; H = -1
Cn1cc(/C=N\O)nc2c(=O)n(-c3ccccc3)c(=O)nc1-2
  A = -9; B = -23; C = 12; D = 12; E = -13; F = -6; G = 5; H = 0
COc1ccccc1CN(C)C(=O)CSc1nnc(C2CC2)n1C1CC1
  A = 6; B = -1; C = 6; D = -3; E = 6; F = 7; G = 4; H = -1
Cc1nonc1C(=O)N/N=C/c1cccc(O)c1
  A = 87*; B = -8; C = -26; D = -17; E = -6; F = 92*; G = -2; H = -8
CC(=O)c1c(C)[nH]c(C(=O)OCC(=O)NCC(C)C)c1C
  A = -11; B = -7; C = -5; D = -4; E = 5; F = -4; G = 11; H = -3
CC(C)c1ccc(/C=C/C(=O)n2nnc3ccccc32)cc1
  A = -18; B = -6; C = 12; D = 4; E = 4; F = -12; G = 5; H = 27
Cc1ccc2nc(NC(=O)CS(=O)(=O)Cc3ccccc3)sc2c1
  A = -2; B = 5; C = -4; D = -7; E = -23; F = -1; G = -27; H = 3
CS(=O)(=O)N(CC(=O)N1CCN(Cc2ccccc2)CC1)c1cccc(Cl)c1
  A = -5; B = 0; C = 5; D = -10; E = 8; F = 1; G = 3; H = -7
COC(=O)[C@]1(Cc2ccccc2)N[C@H](CN(C)S(=O)(=O)c2ccc(C(F)(F)F)cc2)[C@@H]2C(=O)N(Cc3ccccc3)C(=O)[C@@H]21
  A = 0; B = -21; C = 6; D = 0; E = -6; F = -8; G = -3; H = 1
COc1ccc(CN(CC(=O)NCc2ccc(F)cc2)C(=O)CCC(=O)Nc2nccs2)cc1
  A = 4; B = 0; C = 9; D = 8; E = -1; F = 1; G = -11; H = -2
COc1ccc(S(=O)(=O)Nc2cc(C)c(O)cc2C(C)C)cc1
  A = -2; B = 8; C = 0; D = -2; E = 3; F = 9; G = 6; H = 5
CCN(C(=O)CSc1n[nH]c(N)n1)C1CCCCC1
  A = 9; B = 6; C = 5; D = 0; E = 7; F = -5; G = x; H = 0
O=CN1CCN(C(=O)c2ccc(Br)o2)CC1
  A = 1; B = 6; C = 7; D = 8; E = 7; F = -7; G = 1; H = 0
Cc1cccc(C)c1OCc1cc(C(=O)N2CC3C[C@@H]4CC2C[C@H](C3)C4)no1
  A = 1; B = 6; C = 35; D = -153; E = -119; F = 0; G = -65; H = 3
Cc1cccc(OCC(=O)NC2CCCc3ccccc32)c1C (stereo not given)
  A = 2; B = 6; C = 22; D = 2; E = 3; F = -3; G = 9; H = -2
Cc1ccc(S(=O)(=O)N2CCOCC2)cc1NC(=O)COC(=O)CCc1c[nH]c2ccccc12
  A = -9; B = -7; C = 16; D = -18; E = -3; F = 4; G = -10; H = -2
O=C(/C=C/Nc1ccc(F)cc1)c1cccs1
  A = 89*; B = -2; C = 1; D = -180; E = -127; F = 92*; G = -89; H = -2
COc1ccc(-n2c(SCC(=O)Nc3sc4c(c3C#N)CCCC4)nnc2-c2ccc(O)cc2)cc1
  A = 2; B = -17; C = 16; D = 2; E = -8; F = 4; G = -8; H = 12
O=c1[nH]c(=O)n(-c2ccccc2)c2c1C(C(F)(F)F)(C(F)(F)F)N=C(C1CCCCC1)N2
  A = 0; B = -2; C = 2; D = -27; E = 8; F = -5; G = 4; H = -14
O=C(COc1ccc2ccccc2c1)NNC(=O)[C@@H]1CCCC[C@@H]1C(=O)O
  A = -4; B = -3; C = -4; D = -5; E = 21; F = -1; G = 6; H = -2
O=C(Cc1cccs1)Nc1ccccc1F
  A = -5; B = 10; C = 10; D = -14; E = -6; F = 11; G = -14; H = -4
COCCNC(=O)C1CC2Cn3c(nc4cc(Cl)c(Cl)cc43)C2N1C (stereo not given)
  A = -4; B = 9; C = -3; D = 16; E = 22; F = 5; G = 4; H = 1
COc1ccc(CCNC(=O)c2cc3c(C)nccc3[nH]c2=O)cc1OC
  A = -6; B = -1; C = -2; D = -16; E = -5; F = 6; G = x; H = 3
C[C@H](CO)N1C[C@H](C)[C@@H](CN(C)Cc2ccc3c(c2)OCO3)Oc2ccc(NC(=O)Cn3cnnn3)cc2C1=O
  A = -5; B = 5; C = 2; D = 18; E = 14; F = 4; G = -40; H = -3
c1ccc(CSc2nnc(-c3ccco3)n2Cc2ccco2)cc1
  A = -6; B = -7; C = 17; D = -48; E = -23; F = -8; G = -26; H = 5
O=C(c1ccc(Cl)cc1)n1c(NCc2ccccc2)n[nH]c1=S
  A = 3; B = 13; C = -5; D = 10; E = -6; F = 16; G = -22; H = -6
O=C(Oc1ccccc1-c1nnco1)c1ccc(Cl)cc1
  A = -11; B = 5; C = 3; D = -8; E = -3; F = -7; G = 5; H = -3
CCC(C)NC(=O)c1ccc(NC(=O)CC2SC(N3CCCCC3)=NC2=O)cc1 (stereo not given)
  A = -2; B = 3; C = -13; D = 8; E = 16; F = 8; G = -22; H = -5
COc1ccccc1CNC(=O)COC(=O)CNS(=O)(=O)c1ccc(NC(C)=O)cc1
  A = -15; B = -2; C = 2; D = 9; E = -4; F = -8; G = -2; H = -1
Cc1cc[n+]2cc(-c3cccc([N+](=O)[O-])c3)c(-c3cccc([N+](=O)[O-])c3)cc2c1
  A = -5; B = 3; C = 23; D = -1; E = -3; F = -1; G = -4; H = -6
NNC(=O)C1=NOC2COC3(CCN(c4ncccn4)CC3)OCC12 (stereo not given)
  A = -5; B = -12; C = -6; D = -19; E = -15; F = -8; G = -12; H = -11
CC1CN(C(=S)Nc2ccc(Cl)cc2)CC(C)O1 (stereo not given)
  A = -2; B = 2; C = 4; D = -5; E = 20; F = -1; G = 10; H = 2
O=C(c1ccco1)N1CCN(c2c([N+](=O)[O-])nn(-c3ccc(Cl)cc3)[n+]2[O-])CC1
  A = 6; B = -11; C = -16; D = 3; E = 1; F = 9; G = -2; H = -3
CC(=O)Nc1cccn(Cc2c(Cl)cccc2Cl)c1=O
  A = -13; B = -1; C = 7; D = 10; E = 9; F = -4; G = -7; H = -4
CCOC(=O)Nc1ccc2c(c1)N(C(=O)CCN1CCN(CCO)CC1)c1ccccc1CC2
  A = -1; B = 2; C = -21; D = 28; E = -16; F = -1; G = -2; H = -11
Cc1ccc(-c2cc(C(F)(F)F)n3ncc(C(=O)N4CCCc5ccccc54)c3n2)cc1
  A = -7; B = -15; C = -22; D = -18; E = -2; F = 3; G = 9; H = -10
CC1CC(N(C(=O)c2ccco2)c2ccccc2)c2ccccc2N1 (stereo not given)
  A = 0; B = -2; C = 3; D = 25; E = 9; F = 2; G = -15; H = 6
Cc1ccccc1NC(=O)CSc1cn[nH]n1
  A = 4; B = 4; C = -8; D = 2; E = 5; F = 1; G = -13; H = -1

An excerpt of these results, bar-delimited:
SMILES | SENP8 inh | UBC13 polyUb | Apaf1 inhib | 697 NFkB inh | Jurkat NFkB inh | SENP7 inh | Gli-Sufu antag | HKDC1 inh
CCC(C)NC(=O)c1ccc(NC(=O)CC2SC(N3CCCCC3)=NC2=O)cc1 (stereo not given) | -2 | 3 | -13 | 8 | 16 | 8 | -22 | -5
COc1ccccc1CNC(=O)COC(=O)CNS(=O)(=O)c1ccc(NC(C)=O)cc1 | -15 | -2 | 2 | 9 | -4 | -8 | -2 | -1
Cc1cc[n+]2cc(-c3cccc([N+](=O)[O-])c3)c(-c3cccc([N+](=O)[O-])c3)cc2c1 | -5 | 3 | 23 | -1 | -3 | -1 | -4 | -6
NNC(=O)C1=NOC2COC3(CCN(c4ncccn4)CC3)OCC12 (stereo not given) | -5 | -12 | -6 | -19 | -15 | -8 | -12 | -11
CC1CN(C(=S)Nc2ccc(Cl)cc2)CC(C)O1 (stereo not given) | -2 | 2 | 4 | -5 | 20 | -1 | 10 | 2

Continued.
Short keys – A = SENP8 inh; B = UBC13 polyUb; C = Apaf1 inhib; D = 697 NFkB inh; E = Jurkat NFkB inh; F = SENP7 inh; G = Gli-Sufu antag; H = HKDC1 inh
O=c1[nH]c(NCCO)nc2ncn(Cc3ccccc3)c12
  A = -5; B = 5; C = -2; D = 1; E = 18; F = -7; G = 3; H = 3
COC(=O)c1ccc(S(=O)(=O)c2ccccc2)c(N)c1
  A = -1; B = 15; C = -6; D = 1; E = -10; F = 4; G = 1; H = -1
CN1CCN(c2nnc(-c3ccc(F)cc3)c3ccccc23)CC1
  A = -4; B = 2; C = 11; D = 5; E = -4; F = -3; G = -13; H = 0
Cc1c(Cl)cccc1NC(=O)CSc1ncnc2c1cnn2CCc1ccccc1
  A = -5; B = -4; C = 15; D = -19; E = -5; F = -9; G = -8; H = -8
c1ccc(CNc2cnccn2)cc1
  A = -4; B = 22; C = -19; D = 11; E = 9; F = 3; G = 1; H = -15
O=C(c1ccc(=O)[nH]n1)N1CCN(S(=O)(=O)c2ccccc2F)CC1
  A = 10; B = 4; C = -12; D = 16; E = 1; F = 4; G = -6; H = -3
COc1cccc(NC(=O)COC(=O)C2CCN(S(=O)(=O)c3cccs3)CC2)c1
  A = -3; B = 4; C = 0; D = 1; E = 10; F = -5; G = 5; H = -9
CC(NC(=O)CCN1C(=O)c2ccccc2S1(=O)=O)c1ccccc1 (stereo not given)
  A = -3; B = -2; C = -2; D = 0; E = 8; F = 0; G = -4; H = 2
